Compound activity as filed in PubChem.
pPAFAH FP inh: pPAFAH enzyme inhibitors, primary screen, biochemical, fluorescence polarization, human; inhibition, % at 3.39 µM; recombinant pPAFAH, FP-rhodamine probe fluorescence polarization; hit rate 1.5% among 330,000; Platelet-activating factor acetylhydrolase (Homo sapiens), Q13093;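 active means inhibition above the mean inhibition across the screen plus 3 SD, cut at about 25% in these data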;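 further: inhibitors block binding of the rhodamine activity-based probe so polarization drops; 0% = enzyme with DMSO and 100% = wells lacking pPAFAH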
LYPLA2 inh: LYPLA2 inhibitors, primary screen, counter-screen for PME1 inhibitor project, biochemical, fluorescence polarization, FP-Rh probe ABPP. AID 2177, 2009. recombinant LYPLA2. hit rate 0.38% among 320,000. inhibition, % at 5.9 µM;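 active means inhibition above the screen-wide mean plus 3 SD, limit set per campaign, cut at about 26% in these data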;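 further: 0% = LYPLA2 with DMSO and 100% = wells lacking LYPLA2 enzyme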
PREPL inh: PREPL enzyme inhibitors, primary screen, biochemical, fluorescence polarization; inhibition, % at 5.96 µM; recombinant PREPL, fluorescence polarization activity-based probe; hit rate 0.68% among 320,000; Prolyl endopeptidase-like (Homo sapiens), Q4J6C6; in the data active means inhibition above about 43%;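 further: 0% = enzyme with DMSO and 100% = wells lacking enzyme; many of its hits are not listed in these tables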
Target sequence (Q4J6C6 whole entry, looked up): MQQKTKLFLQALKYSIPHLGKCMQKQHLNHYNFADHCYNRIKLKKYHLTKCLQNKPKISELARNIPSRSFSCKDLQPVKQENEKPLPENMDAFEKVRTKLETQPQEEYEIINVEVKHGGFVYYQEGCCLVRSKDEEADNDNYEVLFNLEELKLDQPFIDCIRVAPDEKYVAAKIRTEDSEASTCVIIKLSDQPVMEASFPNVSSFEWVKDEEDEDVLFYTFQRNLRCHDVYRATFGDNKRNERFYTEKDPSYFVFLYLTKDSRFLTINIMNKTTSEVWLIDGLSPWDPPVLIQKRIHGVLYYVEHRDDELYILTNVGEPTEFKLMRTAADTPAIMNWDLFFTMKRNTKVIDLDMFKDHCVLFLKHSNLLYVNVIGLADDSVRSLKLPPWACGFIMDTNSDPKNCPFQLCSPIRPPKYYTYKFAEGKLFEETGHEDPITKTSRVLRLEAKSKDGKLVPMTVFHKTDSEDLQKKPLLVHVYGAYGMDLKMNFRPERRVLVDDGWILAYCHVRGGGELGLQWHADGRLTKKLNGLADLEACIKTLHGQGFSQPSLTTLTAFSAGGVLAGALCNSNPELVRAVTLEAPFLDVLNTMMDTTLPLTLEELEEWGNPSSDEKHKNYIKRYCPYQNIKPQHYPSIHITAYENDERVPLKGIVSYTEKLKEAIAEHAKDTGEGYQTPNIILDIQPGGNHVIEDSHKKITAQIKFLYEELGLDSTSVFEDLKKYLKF
PAFAH1B2 FP inh: PAFAH1B2 enzyme inhibitors, primary screen, biochemical, fluorescence polarization, human | Platelet-activating factor acetylhydrolase IB subunit alpha2 (Homo sapiens), P68402 | recombinant PAFAH1B2, FP-rhodamine activity probe | inhibition, % at 3.39 µM | hit rate 1.2% among 340,000 | AID 492953, 2010;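 active means inhibition above the mean of all tested compounds plus 3 SD, cut at about 24% in these data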;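 further: 0% = enzyme with DMSO and 100% = wells lacking PAFAH1B2; many of its hits are not listed in these tables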
PAFAH1B3 FP inh: PAFAH1B3 enzyme inhibitors, primary screen, biochemical, fluorescence polarization, human; Platelet-activating factor acetylhydrolase IB subunit alpha1 (Homo sapiens), Q15102; recombinant PAFAH1B3, FP-rhodamine probe; inhibition, % at 3.39 µM; hit rate 0.28% among 340,000; AID 492972, 2010;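 active means inhibition above the screen-wide average of all tested compounds plus 3 SD, cut at about 25% in these data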;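 further: 0% = enzyme with DMSO only and 100% = wells lacking PAFAH1B3 protein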
Target sequence (Q15102 whole entry, looked up): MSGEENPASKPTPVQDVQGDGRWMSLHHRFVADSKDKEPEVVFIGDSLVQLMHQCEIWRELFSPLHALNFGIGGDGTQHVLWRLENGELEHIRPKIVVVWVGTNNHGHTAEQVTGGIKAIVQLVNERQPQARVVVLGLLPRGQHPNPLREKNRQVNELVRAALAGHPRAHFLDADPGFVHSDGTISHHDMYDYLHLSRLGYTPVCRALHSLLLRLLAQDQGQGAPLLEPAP
PAFAH2 FP inh: PAFAH2 enzyme inhibitors, primary screen, biochemical, fluorescence polarization, human | Platelet-activating factor acetylhydrolase 2, cytoplasmic (Homo sapiens), Q99487 | recombinant PAFAH2, FP-rhodamine activity probe | inhibition, % at 3.39 µM | hit rate 0.99% among 340,000;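 active means inhibition above the mean over all tested compounds plus 3 SD, cut at about 30% in these data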;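 further: inhibitors block probe labeling of enzyme so polarization drops; 0% = enzyme with DMSO and 100% = wells lacking PAFAH2 protein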
PAD4 inh: human PAD4 inhibitors, primary screen, biochemical, fluorescence polarization, 1536-well format; Protein-arginine deiminase type-4 (Homo sapiens), Q9UM07; recombinant PAD4, RCA probe fluorescence polarization; inhibition, % at 6.36 µM; hit rate 0.41% among 330,000;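 active means percent inhibition above a cutoff equal to the mean of all tested compounds plus 3 SD, cut at about 15% in these data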;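 further: 0% = PAD4 with RCA probe and DMSO and 100% = probe without PAD4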
GSTO1 counter: inhibitors of recombinant GSTO1, primary screen, counter-screen for RBBP9 inhibitor project, biochemical, fluorescence polarization. Glutathione S-transferase omega-1 (Homo sapiens), P78417. hit rate 1.1% among 300,000. inhibition, % at 5.96 µM. AID 1974, 2009. activity-based probe fluorescence polarization;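 active means inhibition above the campaign mean inhibition plus 3 SD, cut at about 35% in these data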;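 further: 0% = GSTO1-1 with DMSO and 100% = wells lacking GSTO1-1 enzyme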
LYPLA1 counter: LYPLA1 inhibitors, primary screen, counter-screen for PME1 inhibitor project, biochemical, fluorescence polarization, FP-Rh probe ABPP. recombinant LYPLA1. hit rate 0.16% among 320,000. Acyl-protein thioesterase 1 (Homo sapiens), O75608. inhibition, % at 5.9 µM;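 active means inhibition above the mean of all tested compounds plus 3 SD, set per campaign, cut at about 14% in these data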;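 further: inhibitors block serine hydrolase probe labeling of LYPLA1 so polarization falls; 0% = enzyme with DMSO and 100% = wells lacking LYPLA1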
* hit, by the source's call; nt = not tested or not shown.

Molecule	pPAFAH FP inh	LYPLA2 inh	PREPL inh	PAFAH1B2 FP inh	PAFAH1B3 FP inh	PAFAH2 FP inh	PAD4 inh	GSTO1 counter	LYPLA1 counter
COc1ccc(/C=C2\SC(=O)N(CCC(=O)Nc3ccccc3)C2=O)cc1OC	-3	-7	-8	2	5	-3	2	-3	-4
CC(=O)c1ccc(NC(=O)c2cccc(NC(=O)c3ccccc3)c2)cc1	-8	-26	-13	-4	2	-10	3	-17	-17
COc1ccc(NC(=O)CN(C)C(=O)c2cc3c(s2)CCC3)cc1	23	-1	0	4	11	25	-4	59*	-4
O=C(C1CCC(=O)N(C2CCCC2)C1)N1CCC(Oc2cccc(F)c2)CC1 (centres undefined)	3	10	20	-7	0	1	3	-3	2
O=C(NC(=S)N1CCCc2ccccc21)c1ccc([N+](=O)[O-])cc1	6	6	15	1	4	-1	-4	1	0
Cc1ccc(OCCC(=O)OCC(=O)c2c(N)n(CC(C)C)c(=O)n(C)c2=O)cc1	6	2	24	2	4	6	-4	nt	0
COc1ccc2c(Cl)c(C(=O)NN)sc2c1	2	-12	6	4	10	1	2	-3	-10
C=CCCN(Cc1ccccc1)S(=O)(=O)c1ccccc1Br	3	-4	-6	3	4	3	4	-2	-6
CCn1c(=O)c(C(=O)NCCN2CCCCC2)c(O)c2ccccc21	-3	-3	1	-1	15	-2	7	10	0
O=C(CN1C(=O)C2C3C=CC(C3)C2C1=O)Nc1ccc(S(=O)(=O)Nc2nccs2)cc1 (centres undefined)	10	6	6	4	-1	7	1	10	0
CCC1(c2ccccc2)NC(=O)N(CC(=O)NNC(=O)c2ccoc2C)C1=O (centres undefined)	3	4	-3	1	8	2	7	-1	1
Cc1nc([N+](=O)[O-])c(Br)n1CC(=O)c1ccc(Cl)cc1	1	17	15	5	16	8	1	-21	7
Cc1cccc(CSc2nnnn2-c2ccccc2)c1	23	-4	-9	-1	12	-1	-1	4	-4
Cc1ccc(-c2nc(N)sc2CC(=O)OCC(=O)N2C(C)CCCC2C)cc1 (centres undefined)	6	5	2	2	4	2	2	-1	1
O=C(NS(=O)(=O)c1ccc(Cl)s1)c1ccccc1	7	-2	-3	7	6	0	-1	1	0
COc1ccc([C@@H]2C[C@H]3CN(Cc4ccccc4OC)C(=O)[C@]34CCCN24)cc1C	2	-2	3	-1	4	0	-8	7	0
CCOc1ccccc1NC(=S)N1CCN(c2ccccc2)CC1	-6	-1	15	7	7	-1	1	0	1
COc1ccc(N2C(=O)CSC23CCC(C(C)(C)C)CC3)cc1 (centres undefined)	0	0	9	9	2	1	0	5	-1
CCOC(=O)C[n+]1c(C)ccc2c1CCC2	1	10	2	4	7	-1	1	8	2
CCOc1ccc2nc(-c3ccc(OC)c(OC)c3)cc(C(=O)O)c2c1	5	7	9	5	3	2	1	-5	-4
Cc1nc(-c2noc(-c3ccccc3Cl)n2)c(C(F)(F)F)o1	3	2	-34	5	10	9	5	7	-2
CN(CC(=O)Nc1cccc(F)c1)C(=O)c1ccc2c(c1)OCCO2	-1	3	7	2	8	-5	1	3	1
O=C(Nc1cccc(Cl)c1)Nc1csc([N+](=O)[O-])c1	5	3	13	nt	nt	nt	-7	-42	-8
CCCc1ccccc1OCCNC(=O)c1cc(=O)n(C)c(=O)n1C	-1	-3	14	-5	1	-2	-2	5	2
O=C(COc1ccc2c(-c3ccccc3)cc(=O)oc2c1)N[C@@H](Cc1c[nH]c2ccc(O)cc12)C(=O)O	16	9	13	63*	5	-2	-1	8	2
Cc1ccnc(NC(=O)CCC(=O)N(CC(=O)NC(C)(C)C)c2ccc(F)c(Cl)c2)c1	2	-14	-4	nt	nt	nt	-4	9	0
CCCCNC(=O)N(O)C1N(/N=C/c2ccc(N(C)C)cc2)C(=S)SC1(C)C (centres undefined)	4	-2	1	27*	40*	39*	2	16	-5
O=C1C(Cl)=C(Nc2cccc(O)c2)C(=O)N1Cc1ccccc1	3	5	11	7	7	9	-1	10	-2
c1ccc(CN2CCC(Nc3ncnc4sccc34)CC2)cc1	0	-5	6	2	-2	-2	-5	2	-1
Cc1cc(NNC(=O)Nc2cccc(Cl)c2)nc2c1c(C)nn2C	-1	0	-5	nt	nt	nt	3	-3	0
CCOc1ccc(N(C)C(=O)CCc2nnc3ccc(N4CCOCC4)nn23)cc1	0	5	17	-3	-2	-4	0	15	2
Cc1cc(C)nc(SCNC(=O)c2ccccc2)n1	-3	-2	10	-5	-1	-9	-2	32	0
COc1ccccc1CNC(=O)c1csc(Cc2ccc(Cl)cc2)n1	8	-3	-20	4	-1	7	-7	-2	-4
COc1ccc(NC(=O)c2ccc(-n3c(C)ccc3C)cc2)c(OC)c1	6	-9	12	0	3	10	0	12	-4
O=C(NNc1ccc(F)cc1)c1c(F)cccc1Cl	0	-2	1	6	10	9	0	1	-4
c1ccc(-c2csc(NNC3=NCCCCC3)n2)cc1	0	6	6	2	-1	7	9	14	0
CCN(CC)c1ccc(C(NC(C)=O)NC(C)=O)cc1	-1	-2	4	3	5	0	-7	7	1
COc1ccc(S(=O)(=O)N2CCN(c3nn(C)c(=O)n(C)c3=O)CC2)cc1	5	12	18	5	2	2	3	nt	2
COCCNc1nc2c(-c3cccc(C(F)(F)F)c3)nnn2c2ccccc12	4	-4	-7	3	3	-6	-4	6	-4
O=C(COC(=O)COc1ccccc1)Nc1ccc(OC(F)(F)F)cc1	5	2	-17	6	13	1	-1	7	0
COc1ccc(C(=O)Nc2ccc(N3CCOCC3)cc2)cc1OC	4	1	11	2	12	2	0	4	-2
Cc1ccc(-c2ccc(=O)n(Cc3ccc(F)cc3)n2)cc1	6	14	-36	7	1	1	2	2	2
CCCSc1nc(C)c(-c2csc(C(C#N)=C3CCCC3)n2)cc1C#N	14	-2	-10	-3	14	4	-8	-2	-5
CC(C)(C)c1ccc(C(O)CCCN2CCC(C(O)(c3ccccc3)c3ccccc3)CC2)cc1 (centres undefined)	3	2	3	-2	-7	8	-3	3	0
C=CCNC(=O)O/N=C/c1csc([N+](=O)[O-])c1	10	-7	-4	nt	nt	nt	2	0	-1
COc1ccc(NC2CCCN(Cc3cccc4cnccc34)C2)cc1 (centres undefined)	1	4	1	1	11	-12	1	8	-2
COc1ccc(NC(=O)c2cc3sccc3n2Cc2ccc(F)cc2)cc1OC	12	1	8	4	10	7	-1	3	-5
O=C(COc1ccccc1)Nc1ccc(N2CCN(C(=O)c3ccco3)CC2)cc1	9	1	42	2	7	1	-1	8	-2
Cc1cc([N+](=O)[O-])nn1CC(=O)NCCCN1CCOCC1	2	8	2	2	4	12	-2	1	5
CN(CC(=O)NCc1ccccn1)S(=O)(=O)c1ccc2ccccc2c1	2	-3	3	1	7	13	2	8	8
COc1ccc(-n2c(Cn3nnc4ccccc43)n[nH]c2=S)cc1	-6	5	24	-2	0	6	5	-6	0
O=C1NC(=O)c2c(NC(=O)C3CCCO3)cccc21 (centres undefined)	5	-3	8	0	2	9	-3	-1	0
COc1ccc(NC(=O)CSc2nnc(Cn3c(=O)sc4ccccc43)n2C)cc1	-12	-11	-7	8	8	-3	-11	6	-4
COc1nc(NCCN2CCOCC2)nc(Nc2ccccc2)n1	1	3	18	3	5	3	6	1	0
N#Cc1c(N)nc(SCc2ccccc2)c(C#N)c1-c1ccco1	-14	-46	13	-14	-5	-19	0	-22	-27
CC(=O)c1cc(-c2ccccc2)n(CC(=O)NCc2cccs2)c1C	2	4	-5	4	7	3	1	2	3
CCOC(=O)N/N=C\c1ccc(OC/C=C/c2ccccc2)c(OC)c1	6	1	-2	0	5	-5	2	3	-5
CCOC(=O)c1ccc(N2C(=O)C(CC(=O)NC)N(CCc3ccc(OC)c(OC)c3)C2=S)cc1 (centres undefined)	9	2	1	-2	1	4	2	1	0
C[C@H](NC(=O)c1nc[nH]c1C(=O)NCC(=O)OC(C)(C)C)C(=O)OCc1ccccc1	2	-4	3	0	2	5	4	2	0
Cc1ccccc1CN1[C@@H](Cc2ccccc2)COCCS1(=O)=O	5	-2	2	4	6	-5	-6	2	-4

(listing goes on)
Molecule	pPAFAH FP inh	LYPLA2 inh	PREPL inh	PAFAH1B2 FP inh	PAFAH1B3 FP inh	PAFAH2 FP inh	PAD4 inh	GSTO1 counter	LYPLA1 counter
O=C(CSc1nnc(-c2ccccc2)n1-c1ccc(Cl)cc1)N/N=C/c1ccccc1C(=O)O	2	-1	13	2	4	2	-6	5	-2
Cc1cc(C)n2nc(C(=O)N/N=C/c3cn(C)nc3C)nc2n1	-2	-3	-13	4	0	-5	-2	2	-3
O=C(COc1ncnc2ccc(Br)cc12)NCc1ccc2c(c1)OCO2	5	3	-3	-4	0	-1	-5	-10	-3
CC(=Nc1ccccc1C)C1=C(O)CSC1=O	3	7	10	4	0	4	-1	2	2

Some of the compounds tested. The share of hits here may be higher or lower than overall.
